# Source: PubChem (National Center for Advancing Translational Sciences (NCATS))
# Nrf2 activator = activators of Nrf2 (ARE) signaling. AREc32 ARE-luciferase reporter (MCF7-derived line), luminescence, 24 h. Potency, µM (series often up to 46.1 µM), inactives show at the top dose activation, usual class: activators. AID 624171. 410,000 tested, 0.31% active; note: potency is the fitted concentration of half-maximal effect; % of control where 0% means no effect; nearly all actives have a fitted effect of over 65% in size
#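 AREc32 cells carrying an ARE-driven firefly luciferase reporter were seeded at 1000 cells/well in OPTI-MEM with 5% FBS, then exposed to compound for 24 hr at 37 deg C. Luminescence was read with Steady-Glo after 30 min at RT.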
# IL-2 act = activators of IL-2. IL-2 activation reporter assay, cell-based qHTS; stimulated with anti-CD3/CD4/CD28 beads; in transgenic mouse T cells. activation, % (series mostly up to about 46 µM). 360,000 tested, 0.065% active; in the data active = activation above about 50%; inconclusive = mostly about 30% to 49%; note: 0% is about no effect
#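 Readout is EGFP and DsRed signal by fluorescent plate cytometry after 18 h at 37 degrees C. Transgenic mouse T cells (750/well) received compound for 60 min before bead stimulation (anti-CD3, anti-CD4, anti-CD28); memory T cells served as non-tolerant control.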
# ATXN2 expr inh = ATXN2 expression inhibition; HEK-293 ATXN2-luciferase reporter, luminescence, 24 h; 360,000 tested, 0.72% active; Potency, µM (highest dose often 57 µM), without a hit: top-dose activity change, negative = inhibition, usual class: inhibitors; note: potency is the fitted concentration of half-maximal effect; % is set by controls: 0 for no effect and ±100 for the full control effect; nearly all actives have a fitted effect of over 55% in size
#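 qHTS (up to 57 uM final) was run with 24 h compound exposure of reporter cells at 37 °C. Each well was multiplexed: SteadyGlo luminescence measured ATXN2-luciferase expression after a fluorogenic Gly-Phe-AFC viability readout (25 uM final).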
# TGFb SMAD3 inh = inhibitors of TGF-b signaling | HepG2 CAGA-GFP TGF-b/SMAD3 reporter, GFP fluorescence, 18 h; TGF-beta stimulated, 500 pg/mL final | Potency, µM (doses to about 46.1 µM), for inactives: at the top dose activity, negative = inhibition, most hits filed as inhibitors | 410,000 tested, 1.2% active; note: potency is the fitted concentration of half-maximal effect; % is set by controls: 0 for no effect and ±100 for the full control effect; nearly all actives have a fitted effect of over 65% in size
#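 Read-out: total well GFP (ex488/em500-530) summed from mean per-cell fluorescence. Cells: HEPG2 CAGA-GFP, 1% FBS DMEM, 18 h at 37 degrees C with 500 pg/mL final TGF-beta. Unstimulated wells served as the full-inhibition control; stimulated DMSO wells = 0%.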
# ATXN viability = cell viability loss in ATXN counter-screen. Potency, µM (titrated, usually from 56.7 µM), usual class: cytotoxic. S2 cells (HEK-293 line with an ATXN2-luciferase reporter) viability, CellTiter-Fluor protease fluorescence, 24 h. 400,000 tested, 0.49% active; note: potency is the fitted concentration of half-maximal effect; nearly all actives have a fitted effect of over 40% in size
# EPAC2 ag = agonists of human EPAC2 (RAPGEF4); EPAC2 activation, biochemical qHTS; response scale: 100% = 6.5 mM cAMP response; Q8WZA2; 360,000 tested, 0.079% active; Potency, µM (top dose mostly 154 µM), inactives show top-dose activation, usual class: activators; AID 720711; note: potency is the fitted concentration of half-maximal effect; nearly all actives have a fitted effect of over 50% in size
# Target sequence (Q8WZA2 whole entry, looked up): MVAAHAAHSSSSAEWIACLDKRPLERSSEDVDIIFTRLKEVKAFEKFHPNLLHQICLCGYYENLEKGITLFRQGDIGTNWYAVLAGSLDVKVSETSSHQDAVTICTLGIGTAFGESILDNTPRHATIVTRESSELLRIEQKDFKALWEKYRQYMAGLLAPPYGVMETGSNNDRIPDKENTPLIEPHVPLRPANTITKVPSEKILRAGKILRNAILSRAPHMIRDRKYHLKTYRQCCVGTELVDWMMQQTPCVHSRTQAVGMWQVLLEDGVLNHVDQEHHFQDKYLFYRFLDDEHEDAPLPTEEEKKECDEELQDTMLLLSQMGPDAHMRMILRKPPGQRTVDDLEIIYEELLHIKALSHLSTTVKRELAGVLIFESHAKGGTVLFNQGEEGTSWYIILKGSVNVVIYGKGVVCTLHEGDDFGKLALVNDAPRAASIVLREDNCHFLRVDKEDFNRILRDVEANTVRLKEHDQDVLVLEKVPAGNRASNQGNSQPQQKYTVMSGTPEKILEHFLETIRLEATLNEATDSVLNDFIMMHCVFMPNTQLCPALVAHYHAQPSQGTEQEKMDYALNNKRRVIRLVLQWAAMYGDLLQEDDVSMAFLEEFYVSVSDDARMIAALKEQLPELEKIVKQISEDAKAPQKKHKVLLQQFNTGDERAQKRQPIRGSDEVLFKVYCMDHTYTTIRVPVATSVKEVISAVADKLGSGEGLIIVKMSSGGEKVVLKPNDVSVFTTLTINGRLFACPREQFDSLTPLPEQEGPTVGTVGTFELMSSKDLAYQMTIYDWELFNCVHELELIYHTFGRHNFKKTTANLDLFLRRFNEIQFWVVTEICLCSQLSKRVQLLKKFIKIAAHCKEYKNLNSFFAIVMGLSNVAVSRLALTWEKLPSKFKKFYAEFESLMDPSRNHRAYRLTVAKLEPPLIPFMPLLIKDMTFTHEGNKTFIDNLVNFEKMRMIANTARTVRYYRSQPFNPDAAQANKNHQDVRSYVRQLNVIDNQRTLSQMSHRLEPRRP
#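 Fluorescence exchange assay: 100 nM EPAC2 with 250 nM RAP1B-BODIPY-GDP and 50 uM GDP; compounds tested as a concentration-titration series (qHTS). Loss of Rap1-bound BODIPY-GDP fluorescence read at 480/540 nm; data normalized to 6.5 mM cAMP.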
# HepG2 tox = kills HepG2 cells in TGF-b inhibitor counter-screen; HepG2 CAGA-GFP viability, ATP luminescence, 18 h; Potency, µM (titrated, usually from 46.1 µM), for inactives: at the top dose activity change, negative = cytotoxicity, actives largely listed as cytotoxic; 410,000 tested, 0.76% active; note: potency is the fitted concentration of half-maximal effect; some results filed as inactive show a strong effect at the top dose
#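 HepG2 CAGA-GFP cells (1000/well, DMEM with 1% FBS) received compound, then TGF-beta at 500 pg/mL final, and were incubated 18 hours at 37 degrees C. Viability was read by CellTiter-Glo luminescence. Media-only wells were set as complete cell-killing and DMSO as no toxicity.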
# Nrf2 inh = inhibitors of Nrf2 signaling; A549 ARE-Fluc reporter, luciferase luminescence, 18-24 h; 360,000 tested, 2.1% active; Potency, µM (titrated, usually from 46 µM), inactives show at the highest dose activity change, negative = inhibition, usual class: inhibitors; note: potency is the fitted concentration of half-maximal effect; % is set by controls: 0 for no effect and ±100 for the full control effect; nearly all actives have a fitted effect of over 60% in size
#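 Concentration-response testing used A549 ARE_Fluc cells at 5000 cells/well. Following an 18-24 h compound incubation, viability was read by fluorescence (Ex 405/Em 525) and luciferase output by luminescence.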
# A549 tox = counter-screen for Nrf2 inhibitors: cytotoxicity in A549 cells. Potency, µM (titrated, usually from 46 µM), for the others: at the highest dose activity change, negative = cytotoxicity, actives largely listed as inhibitors. 390,000 tested, 0.16% active. A549 ARE-Fluc cells, CellTiter-Fluor viability, 18-24 h; note: potency is the fitted concentration of half-maximal effect; % is set by controls: 0 for no effect and ±100 for the full control effect
#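 A549 ARE_Fluc cells in 5% FBS OPTI-MEM were exposed to compounds in concentration-response for 18-24 h at 37 deg C. Viability was read by CellTiter-Fluor fluorescence (Ex 405/Em 525) after 30 min, before the luciferase read.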
# The depositor's hits bear a star; i = inactive; ? = inconclusive; · = no result given; & = joins results of further samples; [ ] = another dose, or the depositor's remark. Unless noted, calls come from the whole dose curve; as a rule, active = well fitted curve in the direction sought with a large enough effect; inconclusive = small, poorly fitted or top-dose-only effect, or another doubt; inactive = no such curve, though single readings can be large; an effect the other way counts as inactive or inconclusive.
no.	molecule	Nrf2 activator	IL-2 act	ATXN2 expr inh	TGFb SMAD3 inh	ATXN viability
1	CCc1ccc2[nH]c(=O)c(CN(CCN(CC)CC)C(=S)NCc3ccco3)cc2c1	1.4%	-0.5	10%	?	i
2	Oc1oc(-c2ccco2)nc1C=Nc1ccccc1	13µM*	-3.7	3%	-30%	i
3	C/C(=N/NC(=O)NC12CC3CC(CC(C3)C1)C2)c1ccccc1	-0.7%	-0.8	·	8%	?
4	Cc1ccc(NCCC(=O)c2cccs2)cc1	?	-2.6	51%[activator]	?	i
5	O=C(CN1C(=O)CCSc2ccc(S(=O)(=O)N3CCCC3)cc21)Nc1ccccc1Cl	-0.4%&0.5%	-2.2	3%	1%&-15%	i
6	CCCCN(CC)Cc1ccc(CNC(=S)Nc2ccc(C)cc2Cl)o1	-1.1%	-1.1	?	-23%	i
7	Cc1oc(C(=O)O)cc1COc1ccc2c3c(c(=O)oc2c1C)CCC3	-1.0%	-1.3	·	-1%	·
8	CC(C)(C)C(=O)Cn1ncc(N2CCOCC2)c(Br)c1=O	1.7%	0.2	13%	0%	i
9	CCN1C(=O)[C@H]2[C@@H](c3ccc(OC)cc3)N[C@]3(CCCN(Cc4ccc(C(F)(F)F)cc4)C3=O)[C@H]2C1=O	0.5%	-1.1	0%	4%	i
10	Cc1nc(NCC(c2ccccc2)N(C)C)c2c(C)c(C)sc2n1 (stereo not drawn)	7.3%	0.0	?	-8%	i
11	CCCC(C)C(=O)NCc1ccncc1 (stereo not drawn)	-0.5%	-0.9	3%	2%	i
12	CC(C)C[C@H]1CNC(=O)C(=O)N1C[C@H](Cc1ccc(O)cc1)NC(=O)CC12CC3CC(CC(C3)C1)C2	-0.5%	0.3	14%	·	i
13	CCOc1ccc(C(=O)NC(C(=O)NCc2cccnc2)C(C)C)cc1 (stereo not drawn)	-0.7%	-0.2	5%	10%	i
14	Cc1ccc(CNCCCSc2ncccn2)cc1	0.4%	-1.0	1%	5%	?
15	COc1ccc(S(=O)(=O)N2CCCC(C(=O)O)C2)cc1Cl (stereo not drawn)	0.3%	0.9	-1%	10%	i

no.	EPAC2 ag	HepG2 tox	Nrf2 inh	A549 tox
1	5%	-52%	5%	-18%
2	3%	-10%	1%	-2%
3	0%	1%	13%	11%
4	7%	-105%	10%	3%
5	-5%	3%&-19%	-5%	-5%&-2%
6	5%	-32%	-19%	-14%
7	11%	-18%	4%	1%
8	-5%	-5%	?	2%
9	9%	-19%	·	·
10	8%	-12%	?	0%
11	2%	18%	-2%	2%
12	4%	·	·	·
13	1%	2%	-13%	-14%
14	4%	-1%	1%	2%
15	7%	-2%	·	3%

# Additional structures:
no.	molecule	Nrf2 activator	IL-2 act	ATXN2 expr inh	TGFb SMAD3 inh	ATXN viability
16	O=c1[nH]c(CN2CCN(S(=O)(=O)c3cccs3)CC2)nc2c(Br)cc(Br)cc12	0.2%	-2.3	?	-4%	i
17	O=C(Nc1ccc(F)cc1)c1sccc1SCc1cccc(C(F)(F)F)c1	?	-2.6	?	?	i
18	CCN(CC)S(=O)(=O)c1cc(NC(=O)c2ccc3c(c2)NC(=O)C(C)S3)ccc1C (stereo not drawn)	4.6%	-0.8	?	?	?
19	CCOc1ccc2cc(S(=O)(=O)n3ccnc3C)ccc2c1	0.3%	0.4	4%	16%	i
20	Cc1cccc(COc2ccccc2C(=O)NC2CCC(O)CC2)c1 (stereo not drawn)	-0.1%	-0.5	7%	8%	i
21	OC1c2cc(Cl)ccc2-c2c(Cl)cc(Cl)cc21 (stereo not drawn)	11%	0.0	16%	-26%	i
22	COC(=O)c1ccc(C(=O)OC)c(NC(=O)COC(=O)CC2CC3CCC2C3)c1 (stereo not drawn)	-0.9%	-1.3	-11%	2%	i
23	CS(=O)(=O)Nc1ccccc1C(=O)NCc1ccco1	-0.5%	0.2	5%	6%	i
24	CC1C(=O)N(Cc2cn(CCC3OCCCO3)nn2)CCS(=O)(=O)N1Cc1ccc(-c2cccc(N(C)C)c2)cc1 (stereo not drawn)	-0.1%	-1.1	3%	-2%	i
25	Cc1ccc(-c2nc(-c3cc4cccc(OCc5cccc(F)c5)c4oc3=O)no2)cc1	-0.4%	·	8%	63%[activator]	i
26	COc1ccc(-n2cnc3cc(C(=O)NCCN4CCOCC4)ccc32)cc1	1.0%	-0.4	-9%	-3%	i
27	CC(=O)C1=C(O)C(=O)N(c2ccc(O)cc2)C1c1ccccc1F (stereo not drawn)	0.0%	-0.7	7%	3%	i
28	CCCOc1cccc(/C=N/NC(=O)c2csc(C)c2C)c1	3.7%	-0.5	9%	-7%	i
29	CCCCn1c(N)c(N(CC)C(=O)c2cccc(OCc3ccccc3)c2)c(=O)[nH]c1=O	0.0%	-0.8	·	0%	?
30	Cc1nn(-c2cc(N3CCCCC3)ccc2[N+](=O)[O-])c(=O)c2ccccc12	-0.6%	3.3	-7%	-1%	?

no.	EPAC2 ag	HepG2 tox	Nrf2 inh	A549 tox
16	10%	-4%	?	-15%
17	6%	-4%	·	6%
18	-1%	-36%	?	-19%
19	5%	15%	1%	-8%
20	-1%	-16%	13%	0%
21	16%	-6%	?	3%
22	7%	5%	-12%	0%
23	0%	-11%	5%	-3%
24	15%	-11%	·	·
25	·	-12%	-9%	-1%
26	-3%	0%	-6%	1%
27	12%	19%	7%	-1%
28	2%	-5%	12%	0%
29	1%	2%	-15%	-3%
30	14%	-2%	?	-19%

# Going on with the list.
no.	molecule	Nrf2 activator	IL-2 act	ATXN2 expr inh	TGFb SMAD3 inh	ATXN viability
31	COc1ccc(-n2c(-c3ccc(Br)cc3)n[nH]c2=S)cc1	-1.0%	-0.3	-23%	8%	i
32	Nc1ccn([C@@H]2O[C@H](CNCc3cnc(N4CCOCC4)s3)[C@@H](O)[C@H]2O)c(=O)n1	0.1%	-2.2	0%	14%	i
33	O=C(COc1ccccc1Cl)Nc1ccc(NC(=O)c2ccco2)cc1	-0.3%	-1.2	-13%	6%	?
34	Cn1c(CN2CCOCC2)nnc1SCC(=O)NCCc1ccccc1	-0.7%	-0.3	3%	?	i
35	CC12CCC(C1)C(C)(C)C2NS(=O)(=O)c1ccc(F)cc1 (stereo not drawn)	5.4%	1.9	·	?	·
36	COc1ccc(C(=O)Nc2ccc(-n3nncc3-c3ccc(OC)c(OC)c3)cc2)cc1	12%	·	·	?	·
37	COc1ccc(OC)c(NC(=O)C2C3C=CC(C3)C2C(=O)NCc2ccccn2)c1 (stereo not drawn)	-0.7%	-0.1	-2%	-3%	i
38	COc1cccc(CN2C(=O)C(C)Oc3ccccc32)c1 (stereo not drawn)	-0.6%	-0.3	-38%	0%	?
39	O=C(Cn1c(=O)cnc2ccccc21)Nc1cccc(S(=O)(=O)N2CCCCC2)c1	0.7%	0.9	·	-2%	?
40	COc1cc(CC(=O)OCC(=O)Nc2sccc2C(N)=O)cc(OC)c1OC	0.3%	-2.8	-15%	-10%	i
41	CC(C)(C)NC(=O)NC(=O)COC(=O)COc1ccc2c(c1)CCC2	-0.5%	1.3	-1%	4%	i
42	CCn1cc(C(=O)N[C@H](C(=O)NCCCn2ccnc2)C(C)C)c(=O)c2cc3c(cc21)OCO3	0.2%	-0.4	6%	-6%	i
43	CCOc1ccc(C(c2c(O)cc(C)n(CCOC)c2=O)N2CCC(C)CC2)cc1 (stereo not drawn)	3.1%	·	·	1%	·

no.	EPAC2 ag	HepG2 tox	Nrf2 inh	A549 tox
31	3%	22%	-12%	-1%
32	3%	0%	·	·
33	13%	1%	?	-3%
34	5%	-16%	15%	-5%
35	7%	-31%	-2%	-8%
36	·	-32%	·	9%
37	-9%	-1%	13%	-16%
38	1%	-13%	?	0%
39	11%	-16%	?	-4%
40	5%	-25%	-32%	-6%
41	0%	3%	2%	2%
42	1%	-12%	0%	-4%
43	·	-6%	·	4%

# Part of the list above in order of molar mass, descending:
no.	molecule	Nrf2 activator	IL-2 act	ATXN2 expr inh	TGFb SMAD3 inh	ATXN viability
42	CCn1cc(C(=O)N[C@H](C(=O)NCCCn2ccnc2)C(C)C)c(=O)c2cc3c(cc21)OCO3	0.2%	-0.4	6%	-6%	i
36	COc1ccc(C(=O)Nc2ccc(-n3nncc3-c3ccc(OC)c(OC)c3)cc2)cc1	12%	·	·	?	·
43	CCOc1ccc(C(c2c(O)cc(C)n(CCOC)c2=O)N2CCC(C)CC2)cc1 (stereo not drawn)	3.1%	·	·	1%	·
34	Cn1c(CN2CCOCC2)nnc1SCC(=O)NCCc1ccccc1	-0.7%	-0.3	3%	?	i
31	COc1ccc(-n2c(-c3ccc(Br)cc3)n[nH]c2=S)cc1	-1.0%	-0.3	-23%	8%	i
35	CC12CCC(C1)C(C)(C)C2NS(=O)(=O)c1ccc(F)cc1 (stereo not drawn)	5.4%	1.9	·	?	·
38	COc1cccc(CN2C(=O)C(C)Oc3ccccc32)c1 (stereo not drawn)	-0.6%	-0.3	-38%	0%	?

no.	EPAC2 ag	HepG2 tox	Nrf2 inh	A549 tox
42	1%	-12%	0%	-4%
36	·	-32%	·	9%
43	·	-6%	·	4%
34	5%	-16%	15%	-5%
31	3%	22%	-12%	-1%
35	7%	-31%	-2%	-8%
38	1%	-13%	?	0%
